SRC1 inh – inhibitors of human steroid receptor coactivator 1 (SRC1); Q15788; HEK293 GAL4-SRC1 luciferase reporter, luminescence; inhibition, % at 3.6 µM; 0.12% of 360,000 active; AID 588354;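 active means inhibition above the campaign mean plus 3 SD, with each screening campaign given its own cutoff, cut at about 60% in these data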;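 further: 0% = DMSO treated cells and 100% = gossypol at 36 µM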
NOD2-RIPK2 inh – inhibitors of human NOD2-RIPK2 interaction | CHO BLA complementation NOD2-RIPK2, CCF4 ratio | AID 624267 | inhibition, % at 4.98 µM | 0.38% of 360,000 active; in the data active means inhibition above about 21%;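 further: 0% = vehicle only and 100% = reference blocker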
NCOA2 inhibitor – inhibits human steroid receptor coactivator 2; Q15596; HEK293 GAL4-SRC2 luciferase reporter, luminescence; inhibition, % at 9 µM; 0.17% of 370,000 active; AID 651957;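 active means inhibition above the mean inhibition of all tested compounds plus 3 SD, set per campaign, cut at about 52% in these data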;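 further: 0% = DMSO treated cells and 100% = cells given Gossypol at 36 µM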
NR5A2 inv ag – suppresses constitutive activity of human LRH-1; O00482; HEK293T StAR-luciferase reporter, LRH-1 transfected, 24 h; inhibition, % at 3.6 µM; 0.13% of 360,000 active;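 active means inhibition above the mean inhibition of all tested compounds plus 3 SD, cut at about 73% in these data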;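 further: 0% = DMSO wells and 100% = reporter-only cells lacking LRH-1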
TLR9-MyD88 block – inhibitors of human TLR9-MyD88 binding; CHO BLA complementation TLR9-MyD88, CCF4 FRET ratio; inhibition, % at 4.98 µM; 0.21% of 340,000 active;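 active means inhibition above the mean over all tested compounds plus 3 SD, cut at about 21% in these data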;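 further: 0% = DMSO only wells and 100% = clavulanate BLA inhibitor control wells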
MC4R ag barr – human MC4R agonism via beta-arrestin | P32245 | U2OS MC4R beta-arrestin complementation, luminescence; percent of melanotan II response, DMSO zero | activation, % at 8.9 µM | 0.98% of 360,000 active | AID 540308;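 active means activation above a per-plate cutoff, the mean activation of sample wells on that plate plus 3 SD, cut at about 8% in these data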
Target sequence (P32245 whole entry, looked up): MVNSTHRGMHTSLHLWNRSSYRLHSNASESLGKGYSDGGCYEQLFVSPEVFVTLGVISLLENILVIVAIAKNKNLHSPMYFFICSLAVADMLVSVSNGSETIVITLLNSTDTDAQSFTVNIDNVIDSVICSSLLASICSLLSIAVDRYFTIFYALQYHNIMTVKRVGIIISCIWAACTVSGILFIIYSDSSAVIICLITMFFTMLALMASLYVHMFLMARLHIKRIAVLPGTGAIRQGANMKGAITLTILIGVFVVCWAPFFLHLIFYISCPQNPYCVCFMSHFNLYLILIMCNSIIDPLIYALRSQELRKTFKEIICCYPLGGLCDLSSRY
MC4R antagonist – antagonists of human melanocortin 4 receptor (MC4R). P32245. AID 540295. MC4R-expressing cells, MTII-stimulated cAMP, LANCE TR-FRET. 0.48% of 360,000 active. inhibition, % at 6.5 µM;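 active means inhibition above its plate's cutoff, the mean of tested wells on that plate plus 3 SD, cut at about 29% in these data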;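 further: 0% = Melanotan II alone and 100% = Melanotan II plus saturating MCL0020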
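system = U2OS cells with stable human MC4R expression | also added = Melanotan II challenge after compound preincubation | dosing = one concentration, 6.5 µM nominal | incubation = compound 30 min, challenge 1 h, detection 1 h | measured by = TR-FRET with Eu-cAMP and labeled anti-cAMP, 671 nm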
ABHD5 PLIN5 PPI – inhibitors of human ABHD5-perilipin-5 interaction. inhibition, % at 4 µM. AID 602281. 0.78% of 360,000 active. Q00G26+Q8WTS1. Split G. princeps luciferase complementation, luminescence, 4 h;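 active means inhibition above the mean inhibition across every tested compound plus 3 SD, cut at about 22% in these data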;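 further: 0% = DMSO only wells and the 100% control is not disclosed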
LMP1 NFkB inh – Epstein-Barr LMP1 NF-kappaB reporter inhibition. LMP1-induced NF-kappaB luciferase reporter cells, luminescence. inhibition, % at 12.5 µM. 0.69% of 350,000 active; in the data active means inhibition above about 41%;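 further: 0% = neutral control wells and 100% = reference inhibitor control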
COUP-TFII inh – blocks human COUP-TFII nuclear receptor. P24468. inhibition, % at 8.6 µM. HEK293T NGFI-A luciferase reporter, luminescence. 0.7% of 370,000 active;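 active means inhibition above a per-plate cutoff, mean inhibition of test wells between control levels plus 3 SD, cut at about 38% in these data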;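 further: cells cotransfected with COUP-TFII expression vector driving the NGFI-A reporter; 0% = median of COUP-TF2 test wells and 100% = reporter-only cells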
Target sequence (P24468 whole entry, looked up): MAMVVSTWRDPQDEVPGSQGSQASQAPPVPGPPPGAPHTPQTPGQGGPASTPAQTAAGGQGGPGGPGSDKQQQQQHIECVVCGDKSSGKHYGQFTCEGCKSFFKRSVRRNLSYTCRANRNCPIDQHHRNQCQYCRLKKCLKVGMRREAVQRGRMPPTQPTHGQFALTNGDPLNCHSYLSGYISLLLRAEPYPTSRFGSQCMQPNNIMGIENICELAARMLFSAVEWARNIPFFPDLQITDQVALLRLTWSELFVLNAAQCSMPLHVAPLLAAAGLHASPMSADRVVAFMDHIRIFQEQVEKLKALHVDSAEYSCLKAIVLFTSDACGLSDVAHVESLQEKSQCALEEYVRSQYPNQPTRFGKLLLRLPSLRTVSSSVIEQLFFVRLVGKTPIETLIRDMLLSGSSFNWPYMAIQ
NCOA3 inh – inhibitors of human steroid receptor coactivator 3 (SRC3). Q9Y6Q9. HEK293 GAL4-SRC3 luciferase reporter, luminescence. inhibition, % at 3.6 µM. 0.17% of 360,000 active. AID 588352;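 active means inhibition above a per-campaign cutoff, the mean of all compounds plus 3 SD, cut at about 60% in these data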;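 further: 0% = DMSO-treated cells and 100% = gossypol-treated cells at 36 µM; higher means less SRC3-driven luciferase light from the GAL4 reporter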
Numbers without * were called inactive; · = no result given. An excerpt; count on the stated rates, not on these rows.

Start of the data: the first seven entries, to show the layout:
SRC1 inh	NOD2-RIPK2 inh	NCOA2 inhibitor	NR5A2 inv ag	TLR9-MyD88 block	MC4R ag barr	MC4R antagonist	ABHD5 PLIN5 PPI	LMP1 NFkB inh	COUP-TFII inh	NCOA3 inh	compound
3.7	2.2	3.0	-5.6	-9.3	-2.6	-3.0	-1.8	-8.4	-0.9	5.8	O=[N+]([O-])c1cc(Cl)ccc1NCCNS(=O)(=O)c1ccccc1
-6.0	-8.5	-2.2	8.9	-0.9	-1.6	11.1	-3.3	-6.8	-7.9	-10.4	Cn1c(NC(=O)C2CC2)cc(=O)n(C)c1=O
3.1	7.5	2.6	12.4	2.0	-0.1	10.5	3.1	6.9	32.1	19.1	O=C(CSc1nnc(-c2c[nH]c3ccccc23)o1)N1c2ccccc2CCc2ccccc21
-34.8	4.3	1.8	-26.3	-6.0	0.8	6.1	-3.1	0.4	-5.0	-9.2	Cc1cc(C(=O)C(C)Sc2cccc[n+]2[O-])c(C)n1-c1ccc(Cl)cc1 (stereo not given)
4.1	-8.5	-11.9	3.3	-0.9	1.7	-3.0	-0.7	4.5	-4.1	14.5	OCCN1CCN(C(=S)c2ccc(Br)cc2)CC1
-11.8	-7.8	9.2	-4.6	3.3	4.0	13.8	-0.9	-0.2	2.9	25.1	Cc1cccc(NC(=O)C2(C)CC3c4ccccc4C2c2ccccc23)c1C (stereo not given)
-4.1	-17.7	-6.0	3.6	-3.0	7.5	0.1	-5.0	2.4	-1.0	19.0	Cc1ccc(S(=O)(=O)N(CCC(=O)Nc2ccc(OC(F)(F)F)cc2)c2ccccc2)cc1

The listing (from the top)
SRC1 inh	NOD2-RIPK2 inh	NCOA2 inhibitor	NR5A2 inv ag	TLR9-MyD88 block	MC4R ag barr	MC4R antagonist	ABHD5 PLIN5 PPI	LMP1 NFkB inh	COUP-TFII inh	NCOA3 inh	compound
3.7	2.2	3.0	-5.6	-9.3	-2.6	-3.0	-1.8	-8.4	-0.9	5.8	O=[N+]([O-])c1cc(Cl)ccc1NCCNS(=O)(=O)c1ccccc1
-6.0	-8.5	-2.2	8.9	-0.9	-1.6	11.1	-3.3	-6.8	-7.9	-10.4	Cn1c(NC(=O)C2CC2)cc(=O)n(C)c1=O
3.1	7.5	2.6	12.4	2.0	-0.1	10.5	3.1	6.9	32.1	19.1	O=C(CSc1nnc(-c2c[nH]c3ccccc23)o1)N1c2ccccc2CCc2ccccc21
-34.8	4.3	1.8	-26.3	-6.0	0.8	6.1	-3.1	0.4	-5.0	-9.2	Cc1cc(C(=O)C(C)Sc2cccc[n+]2[O-])c(C)n1-c1ccc(Cl)cc1 (stereo not given)
4.1	-8.5	-11.9	3.3	-0.9	1.7	-3.0	-0.7	4.5	-4.1	14.5	OCCN1CCN(C(=S)c2ccc(Br)cc2)CC1
-11.8	-7.8	9.2	-4.6	3.3	4.0	13.8	-0.9	-0.2	2.9	25.1	Cc1cccc(NC(=O)C2(C)CC3c4ccccc4C2c2ccccc23)c1C (stereo not given)
-4.1	-17.7	-6.0	3.6	-3.0	7.5	0.1	-5.0	2.4	-1.0	19.0	Cc1ccc(S(=O)(=O)N(CCC(=O)Nc2ccc(OC(F)(F)F)cc2)c2ccccc2)cc1
4.9	4.9	4.0	-1.5	-11.7	-0.8	-1.0	3.5	-2.0	13.9	6.6	CCN1C(=O)[C@H]2[C@@H](c3ccc(C(F)(F)F)cc3)N[C@]3(CCCN(CC4CCCCC4)C3=O)[C@H]2C1=O
-2.4	7.5	24.9	13.3	·	1.3	4.6	-0.5	·	4.4	11.0	OC(c1ccc2c(c1)OCO2)c1ncc(-c2cccc(C(F)(F)F)c2)[nH]1 (stereo not given)
-8.2	-1.3	0.2	11.4	-2.9	-1.5	4.1	1.6	-4.4	-3.0	20.7	O=C(Oc1cccc(C(=S)N2CCOCC2)c1)c1cccc(Cl)c1
-26.8	-3.0	21.2	-14.5	-4.9	-0.9	15.6	-0.4	-0.1	-6.8	-4.6	O=C(COC(=O)CNS(=O)(=O)/C=C/c1ccccc1)NC1CCS(=O)(=O)C1 (stereo not given)
-7.2	1.8	20.0	-0.7	7.3	2.0	13.8	-1.9	5.3	18.4	10.4	Cc1nnc(SCC(=O)NC23CC4CC(CC(C4)C2)C3)n(N)c1=O
3.9	-10.9	1.4	-24.4	-12.8	-1.1	-2.1	-8.5	-2.2	1.7	-29.4	OC[C@@H](O)[C@@H](O[C@@H]1O[C@H](CO)[C@H](O)[C@H](O)[C@H]1O)[C@H](O)[C@@H](O)CO
3.2	15.5	-5.5	9.4	2.3	-1.5	16.5	-3.6	0.5	3.8	1.8	OCCN(CC#CC(O)(c1ccccc1)C1CCCCC1)CCO (stereo not given)
-5.9	-2.2	7.2	9.8	-9.5	0.3	2.6	4.0	-2.8	19.3	10.5	O=C(CC1Sc2ccccc2NC1=O)NCc1ccc(Cl)cc1 (stereo not given)
0.5	1.8	-18.2	11.0	-6.0	0.4	1.1	0.5	-2.9	8.9	1.2	CN(C(=S)NCCN1CCOCC1)C(c1ccccc1)c1ccccc1
-7.4	-22.1	5.0	-6.9	-5.3	-0.7	9.6	-1.9	-11.5	2.9	7.9	Cc1csc2nc(CCNS(=O)(=O)c3ccc4c(c3)OCCO4)cn12
-2.6	2.0	7.2	-3.8	2.1	-0.8	14.8	1.3	11.4	-8.6	19.1	CC1CCCCN1CCCNC(=O)c1cc(Br)c(Br)[nH]1 (stereo not given)
3.0	-2.4	-34.3	12.0	-5.5	-1.1	4.1	1.5	-8.1	6.8	10.3	Cc1c(-n2c(SCC(=O)NC(C)C(C)C)nc3ccccc3c2=O)c(=O)n(-c2ccccc2)n1C (stereo not given)
-8.0	-9.9	3.8	6.8	3.8	-2.4	8.8	-9.8	-4.2	-16.4	20.9	O=C(CN1C(=O)NC(CCc2ccccc2)C1=O)Nc1ccc(F)c(F)c1F (stereo not given)
-24.9	3.3	-30.8	-4.2	12.5	3.6	12.1	1.0	-1.7	-4.8	9.4	O=C(CSCc1ccc(Cl)cc1)N/N=C/c1ccccc1
-8.2	-5.4	-10.4	12.5	-7.0	0.2	11.9	2.6	-2.1	-4.2	5.7	O=C(NC1CCSC1=O)c1ccc(Oc2cccc(C(F)(F)F)c2)nc1 (stereo not given)
-79.6	-1.4	-27.9	-60.8	-3.8	-0.5	-2.0	1.8	-50.4	-36.9	-66.2	Fc1ccc(Nc2nc(-c3cccnc3)cs2)cc1
10.8	-19.4	6.0	-13.0	0.1	1.2	-3.6	3.1	-0.1	-16.4	16.9	COc1c2ccoc2nc2c(OC)c(O)ccc12
4.5	-1.5	-8.0	-0.8	8.3	-1.1	-2.1	-9.0	-1.2	17.9	-5.4	CSc1cccc(NC(=O)COC(=O)C2CCN(S(=O)(=O)c3ccccc3)CC2)c1
-10.6	-3.5	-1.2	12.2	3.7	1.6	-3.7	-5.1	-2.1	0.0	10.3	Cc1cc(=O)[nH]c(SCC(=O)N2CCCCC2)n1
7.0	0.5	2.6	-1.6	·	-1.5	7.4	-9.5	·	-1.0	-10.1	CC1(C(=O)N2Cc3ccccc3C2)CCN1C(=O)C1(c2ccccc2)CC1 (stereo not given)
11.0	-11.9	1.6	9.0	-1.5	-0.4	2.1	2.0	-5.4	9.7	12.0	Cc1cc(C)c(NC(=O)CS(=O)CC(=O)Nc2ccc(F)cc2F)c(C)c1 (stereo not given)
-2.6	-0.5	4.2	-13.8	-10.6	-0.1	1.9	-8.2	1.1	-1.2	3.9	COc1ccccc1-c1nn(Cc2ccccc2)cc1C(=O)NCC(c1ccco1)N1CCCC1 (stereo not given)
11.5	-1.7	1.7	-13.9	-1.0	0.7	7.6	2.5	27.1	2.9	5.0	CCCc1nc2sc3c(c2c(=O)n1NC(=O)CCCl)CCCC3
-2.0	-2.4	5.2	5.4	-2.1	-0.3	6.6	5.0	-4.7	-11.8	20.3	CC(=O)Nc1cccc(NC(=O)CSc2ccc3nnc(CCNC(=O)c4ccccc4)n3n2)c1
7.0	-6.5	-13.7	8.0	·	2.8	-11.8	9.0	9.6	18.3	32.3	CCOC(=O)NC(=O)/C(N=Nc1cccc(C(F)(F)F)c1)=C(\C)O
-4.1	-3.2	-3.4	0.6	1.3	-1.6	2.8	-1.9	-2.7	0.3	-7.6	Cc1cc(C(C)(C)C)ccc1OCCN(C)C
-12.4	1.8	-5.4	-16.4	-0.3	-0.2	-7.2	-2.1	0.7	-7.2	-2.0	O=C(N/N=C/c1ccccc1O)C1CCCC1
-5.8	-5.3	0.7	-9.3	-2.0	-1.6	-1.3	0.6	-1.6	13.6	10.6	O=C1C=C(c2cccc(Br)c2)C[C@@H](c2ccc3c(c2)OCO3)C1
-15.0	-3.8	14.7	-6.4	10.4	-0.3	24.6	4.8	1.9	-4.1	14.8	Cc1ccc(S(=O)(=O)N2CCCCC2)cc1NC(=O)COC(=O)c1ccc(O)cc1
-28.7	-4.2	-5.2	5.2	11.6	-0.9	4.2	6.4	-5.6	3.8	-7.1	O=[N+]([O-])c1ccc(C=NN=Cc2ccc([N+](=O)[O-])cc2)cc1
8.3	-9.1	-11.7	20.7	-1.8	-2.8	20.2	-4.4	8.9	-9.5	-5.6	O/N=C/CCn1c(=S)sc2ccccc21
-17.3	5.2	11.9	10.8	-2.3	-3.1	9.8	0.7	-9.5	-11.4	11.0	CC(=O)N/N=C(\C)c1ccc(Br)cc1Br
-13.8	-6.6	-31.6	4.7	-9.2	-0.9	4.0	1.9	-6.6	17.1	13.7	COc1ccc(C(=O)N2CCC(NC(=O)C(Cc3ccccc3OC)NC(C)=O)CC2)cc1 (stereo not given)
-14.7	1.8	-9.7	-1.1	8.3	-1.0	0.9	1.8	5.4	-19.7	2.7	Cc1ccccc1NC(=O)NC(N)=O
-9.2	1.0	7.9	0.2	8.8	-2.4	5.1	-4.0	1.1	10.4	-0.6	COC(=O)Cn1c(=O)c2c(n(Cc3ccccc3)c1=O)N/C(=C/c1ccc(OC)cc1)C2=O
1.9	-6.4	-37.4	8.8	-2.3	-0.7	15.3	-1.5	5.2	-19.8	-9.3	Cc1ccc(N2CC(C(=O)N3CCN(Cc4ccc5c(c4)OCO5)CC3)CC2=O)cc1 (stereo not given)
·	6.9	15.7	28.8	·	·	·	0.6	·	5.8	·	O=C(NCCN1CCC(n2c(=O)[nH]c3ccccc32)CC1)c1ccccc1Cl

Source: PubChem (several laboratories)
